# Screening results deposited in PubChem BioAssay by several laboratories.
# AID2073: inhibitors of Mint1-CaV2.2 protein interaction, biochemical, HTRF (AID 2073). 290,000 tested, 0.19% active. HTRF protein-protein interaction, Mint1-CaV2.2; higher % means a stronger effect. inhibition, % at 20 µM, or IC50 in µM where a hit was titrated; in the data active = inhibition mostly above about 51%, no sharp cut-off; inconclusive = no clear call, values can overlap the other calls; inactive = mostly below about 53%; note: some results filed as inactive read as strong as hits
# NOD2 inhibition: NOD2 signaling inhibitors, cell-based, luminescence, uHTS, HEK293 (AID 1566) | HEK293 NOD2/NF-kB luciferase reporter, luminescence; higher % means a stronger effect | inhibition, % at 4 µM; hits with a dose series show EC50 in µM | 290,000 tested, 0.63% active; note: many of its hits are not listed in these tables
# Lipid droplet: hepatic lipid droplet formation modulation; AML12 mouse hepatocytes, oleate lipid droplets, BODIPY imaging; inhibition, % at 6.5 µM; 240,000 tested, 0.4% active;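 active = lipid droplet intensity inhibited by at least 50%, with more than 500 cells counted; inconclusive = wells with under 300 cells, treated as cytotoxic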
#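 Technique: fluorescence imaging, 20x objective, two fields per well / Assay system: AML12 hepatocytes (mouse) / Measure: % inhibition of lipid droplet signal / Doses: 6.5 µM single-point dosing / Incubation: overnight exposure / Reagent: 100 µM oleic acid challenge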
# HIV fusion peptide: inhibitors of HIV fusion peptide binding, primary screen, biochemical, uHTS, fluorescence dequenching (AID 1986); one-dose inhibition, % at 20 µM; IC50 in µM for titrated hits; 290,000 tested, 0.3% active; cell-free peptide binding, fluorescence dequenching, 30 min; higher % means a stronger effect; in the data active = inhibition mostly above about 52%, no sharp cut-off; inactive = mostly below about 76%; note: some results filed as inactive read as strong as hits
# Myeloid diff MLP: compounds promoting myeloid differentiation. ER-HoxA9 myeloid progenitors, lysozyme-GFP differentiation, flow cytometry. calls only at 10 µM. 360,000 tested, 1% active;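 active = normalized GFP-positive differentiation at or above the plate's own cutoff, the solvent-only control mean plus 3 SD; inconclusive = no clear call, values can overlap the other calls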;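 note: cells exposed to compound for four days before flow analysis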
# Siah-1 displacement: blockers of Siah-1 interaction with plectin peptide – biochemical, fluorescence polarization, rhodamine-plectin, uHTS, primary screen (AID 1817). Siah-1 / rhodamine-plectin peptide fluorescence polarization; higher % means a stronger effect. one-dose displacement, % at 20 µM; IC50 in µM for titrated hits. 290,000 tested, 0.02% active;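 active = displacement of at least 50% at 20 µM, with a fluorescence ratio check between 0.3 and a set limit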;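 note: plate controls were Siah plus tracer with DMSO for no effect and tracer alone without Siah for full effect; strong numbers were not always called active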
# XIAP displacement: XIAP antagonists, biochemical, IAP family, fluorescence polarization (AID 1018); displacement, % at 20 µM, or IC50 in µM where a hit was titrated; XIAP BIR domain, fluorescence polarization peptide displacement; higher % means a stronger effect; 200,000 tested, 0.007% active; in the data active = displacement above about 50%; note: a part of the inactive calls stands beside numbers as strong as those of hits
# LYP inhibition: inhibitors of LYP phosphatase, biochemical, fluorescence intensity, uHTS (AID 1779) | recombinant LYP phosphatase, fluorescence intensity; higher % means a stronger effect | inhibition, % at 11.5 µM, or IC50 in µM where a hit was titrated | 290,000 tested, 0.054% active;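 note: plate controls were vehicle with enzyme for no effect and no enzyme for full effect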
# NS5 inhibitors: Dengue-2 NS5 methyltransferase inhibitors, primary screen, biochemical, confirmation dose response (AID 588689); Dengue-2 NS5 methyltransferase capping enzyme assay, biochemical; higher % means a stronger effect; one-dose inhibition, % at 25 µM; IC50 in µM for titrated hits; 340,000 tested, 0.3% active; in the data active = a potency from the dose series; inconclusive = inhibition above about 29% without an active follow-up result
# Lipid droplet cells 6.5 µM: second read-out of Lipid droplet, no call of its own (marks repeat the call); cell count; measured here: cell count, cytotoxicity flag;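 cells counted across two imaged fields per well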
# NS5 inhibitors pilot replicate: further read-out of NS5 inhibitors, marked with its call; inhibition, %; measured here: pilot screen replicate inhibition
# Myeloid diff MLP GFP+ MAC1+ %: also measured in Myeloid diff MLP; calls as there; GFP+ MAC1+ double positive, %; measured here: differentiation confirmed by MAC1 staining
# An asterisk follows results filed as active; i = inactive; ? = inconclusive; . = no result given. Cut-off read from the data, not from the text of the source, unless noted: active = inhibition above about 50%; inactive = the rest. An excerpt; count on the stated rates, not on these rows.
# The first 5 records, to show the layout:
SMILES,AID2073,NOD2 inhibition,Lipid droplet,Lipid droplet cells 6.5 µM,HIV fusion peptide,Myeloid diff MLP,Myeloid diff MLP GFP+ MAC1+ %,Siah-1 displacement,XIAP displacement,LYP inhibition,NS5 inhibitors,others
Cc1[nH]n(-c2ccccc2)c(=O)c1C=NC1CCCCC1,7%,-4%,5,700,0.7%,i,0.6,6%,-3.7%,-3%,-8%,
Cc1[nH][nH]c(=O)c1C(c1c(C)[nH][nH]c1=O)c1cn(C)c2ccccc12,-18%,-10%,21,671,-3.5%,i,0.3,-1%,-6.4%,-4%,11%,
CCOC(=O)c1ccc(NC(=O)CN(C)S(=O)(=O)c2ccc(Br)s2)cc1,-1%,12%,12,745,-0.3%,i,0.0,11%,-12%,3%,-4%,
COc1cccc(C(=O)Nn2c(-c3cccs3)nc3ccccc3c2=O)c1OC,5%,22%,-9,650,-1.1%,i,0.4,-3%,-6.6%,5%,-4%,
CCOc1ccc(NC(=O)/C(C=Nc2ccccc2)=C(\C)O)cc1,2%,11%,15,759,0.0%,i,1.6,3%,.,2%,-7%,

# This part in full, previewed entries included:
SMILES,AID2073,NOD2 inhibition,Lipid droplet,Lipid droplet cells 6.5 µM,HIV fusion peptide,Myeloid diff MLP,Myeloid diff MLP GFP+ MAC1+ %,Siah-1 displacement,XIAP displacement,LYP inhibition,NS5 inhibitors,others
Cc1[nH]n(-c2ccccc2)c(=O)c1C=NC1CCCCC1,7%,-4%,5,700,0.7%,i,0.6,6%,-3.7%,-3%,-8%,
Cc1[nH][nH]c(=O)c1C(c1c(C)[nH][nH]c1=O)c1cn(C)c2ccccc12,-18%,-10%,21,671,-3.5%,i,0.3,-1%,-6.4%,-4%,11%,
CCOC(=O)c1ccc(NC(=O)CN(C)S(=O)(=O)c2ccc(Br)s2)cc1,-1%,12%,12,745,-0.3%,i,0.0,11%,-12%,3%,-4%,
COc1cccc(C(=O)Nn2c(-c3cccs3)nc3ccccc3c2=O)c1OC,5%,22%,-9,650,-1.1%,i,0.4,-3%,-6.6%,5%,-4%,
CCOc1ccc(NC(=O)/C(C=Nc2ccccc2)=C(\C)O)cc1,2%,11%,15,759,0.0%,i,1.6,3%,.,2%,-7%,
Fc1ccccc1C1CC(c2ccco2)=Nc2ccccc2S1 (centres undefined),-22%,-104%,0,622,8.2%,i,0.2,-3%,.,-2%,-25%,
COc1cc(/C=C/C(=O)O)cc(S(=O)(=O)N2CCc3ccccc3C2)c1OC,6%,10%,-1,665,0.4%,i,0.3,-6%,-3.8%,-9%,-9%,
CC(C)(c1ccccc1)c1ccc(OCCN2CCCC2)cc1,8%,-18%,-3,780,2.1%,i,0.4,6%,.,-9%,5%,NS5 inhibitors pilot replicate=-4.0
O=C(NC1CCCCC1)c1c2c(nc3ccccc13)CCC2,23%,14%,2,672,-0.6%,i,0.2,-6%,-6.8%,-2%,1%,
O=C1CC(Nc2ccc(N3CCOCC3)cc2)C(=O)N1CCc1ccccc1 (centres undefined),-37%,14%,14,805,0.3%,i,0.5,1%,1.4%,-3%,-4%,
CC(C)C[C@@H](CO)N1CCN(CCc2ccccc2)CCC1=O,1%,4%,2,827,0.3%,i,1.1,-1%,.,-11%,-10%,
CCOC(=O)Cn1c(=O)oc2cc(S(=O)(=O)N3CCn4c3nc3ccccc34)ccc21,2%,0%,8,684,0.0%,i,2.4,-2%,-4.8%,-7%,-2%,
CCN(CC)C(=O)COc1cc(C)c(Cl)c(C)c1,13%,3%,-25,752,1.9%,i,7.0,0%,-2.5%,3%,-1%,
Cc1cc([N+](=O)[O-])ccc1NC(=O)CSc1nnc(C)n1C,3%,-5%,-1,801,0.6%,i,0.7,3%,.,2%,-10%,NS5 inhibitors pilot replicate=-6.7
CCn1nc(C)c(/C=N/NC(=O)c2nc3nc(C)cc(C)n3n2)c1C,5%,6%,1,755,1.2%,i,1.0,4%,.,-2%,-8%,
CC(=O)Nc1ccc2oc(-c3ccccc3)nc2c1,40%,-98%,-4,681,-0.2%,i,0.1,2%,-4.7%,-16%,-4%,
COc1ccccc1NC(=S)NCCc1c[nH]c2ccccc12,-14%,11%,.,.,-4.8%,i,0.5,-3%,-1.3%,-9%,-1%,
CC(=O)Nc1c(-c2cc(=O)oc3cc(C)ccc23)oc2ccccc12,15%,13%,7,828,-0.7%,i,0.4,-2%,.,-5%,-4%,
O=C(O)Cc1ccc(NC(=O)Nc2cccc(Cl)c2)cc1,7%,6%,18,762,4.4%,i,0.1,2%,-7.7%,-5%,-29%,
CCN(C(=O)CN1CCN(c2ccc(O)cc2)CC1)c1c(N)n(Cc2ccccc2)c(=O)[nH]c1=O,-47%,4%,.,.,3.8%,i,0.6,-2%,-8.3%,-6%,-4%,
CCc1ccc(C(=O)c2oc3nc(C)cc(C)c3c2N)cc1,22%,-10%,.,.,0.6%,i,3.3,2%,-14%,-5%,-5%,
O=C(NCCCN1CCOCC1)c1ccc2c(c1)N(Cc1ccc(F)cc1)CCS2,19%,3%,-41,701,-2.1%,i,6.7,-3%,.,-12%,-9%,
O=C1C2CC=CCC2C(=O)N1c1ccc(NCCc2cccc(F)c2)c([N+](=O)[O-])c1 (centres undefined),3%,8%,-4,646,0.6%,i,0.6,1%,-7.7%,-10%,1%,
COc1ccc(OCC(=O)OCC(=O)N2CC(=O)Nc3ccccc32)cc1,10%,1%,?,.,2.5%,i,0.4,4%,.,3%,-1%,
CC(/C=C/c1ccco1)=N\NC(=O)c1cc(Cl)ccc1O,30%,9%,4,680,55%,i,0.2,9%,-5.3%,1%,-10%,
O=C(NCCc1ccc(Cl)cc1)C1CC(=O)N(CCc2ccccc2)C1 (centres undefined),9%,-2%,-4,720,-1.1%,i,1.0,2%,.,-11%,-8%,
O=C(N/N=C/c1ccc(-c2ccccc2)o1)c1ccccc1O,0%,3%,-7,704,-3.1%,i,0.4,-3%,.,-6%,8%,
COc1ccccc1CN1CCC(n2nccc2NC(=O)CCc2ccccc2)CC1,-1%,12%,-3,670,-1.0%,i,1.8,8%,.,-8%,-10%,
C/C(=N\Nc1ccc([N+](=O)[O-])cc1)c1ccc(N2CCOCC2)cc1,11%,-1%,-5,659,-0.9%,i,0.2,-3%,.,2%,-6%,
CCCCNc1cc(NC(C)=O)cc2cc(OC)c(OC)cc12,-7%,14%,.,.,-1.9%,i,6.5,5%,0.1%,-5%,-12%,
C=CCn1c(SCC(=O)Nc2ccc(F)cc2F)nnc1-c1cnccn1,5%,-3%,-1,736,0.5%,i,2.3,24%,.,-6%,-2%,
O=C(CN1C(=O)COc2ccc(S(=O)(=O)N3CCCCC3)cc21)NCc1ccc(F)cc1,-1%,-1%,-18,724,-0.3%,i,2.0,2%,.,-8%,-1%,
COc1ccc(CNC(=O)CCNS(=O)(=O)c2ccc3c(c2)oc(=O)n3C)cc1,12%,-7%,-2,721,-2.1%,i,1.6,1%,.,-6%,3%,
Cn1nc(-c2ccc(Cl)cc2)c2cc(C(=O)N3CCOCC3)sc21,3%,-12%,.,.,-1.4%,i,3.6,1%,-4.1%,0%,4%,
Cc1noc(C)c1COC(=O)c1ccc2c(c1)OCCO2,17%,-2%,4,745,-0.1%,i,0.5,4%,-6.1%,-5%,-1%,
Cc1cc(C)n(-c2ccc(C(=O)Nc3nnc(C)s3)cc2)n1,4%,8%,-29,756,0.3%,i,1.4,1%,-1.6%,-2%,4%,
Oc1c(Br)cc(Br)cc1CNc1ccccn1,11%,24%,-6,722,-1.2%,i,0.3,1%,.,4%,-6%,
O=C(CSC1=NC(=O)C(c2ccccc2)C(=O)N1)Nc1ccccc1[N+](=O)[O-] (centres undefined),3%,-19%,14,657,0.2%,i,0.4,-9%,4.6%,-1%,5%,
CCCCN(CC)c1nc(-c2ccncc2)nc2ccccc12,6%,.,-5,742,3.0%,i,0.3,2%,-5.2%,9%,1%,
Cc1ccc(N(CC(=O)Nc2ccc(-c3nc4ccc(C)cc4s3)cc2)S(C)(=O)=O)cc1,-2%,-64%,.,.,-3.2%,i,1.5,-3%,-8.6%,-7%,.,
CCCCNC(=O)O[C@@H]1C[C@H]2CCC(=O)N3CC[C@@H](C1)[C@@H]23,4%,-6%,0,819,-0.6%,i,2.1,8%,.,-7%,-6%,
CCCCCCN(C(=O)CCCCCN1C(=O)NC(c2ccc(C3CCCCC3)cc2)C(C(=O)OCc2ccccc2)=C1C)C(C(=O)NCCCC)c1ccc(OCC(=O)OC)c(C(=O)OC)c1 (centres undefined),14%,6%,28,699,-0.3%,.,.,0%,.,1%,.,
CC(=O)Nc1ccc(S(=O)(=O)NCc2ccc(C(=O)NCCCN3CCC(C)CC3)cc2)cc1,4%,16%,0,729,1.8%,i,0.4,31%,.,-8%,-3%,
CC(=O)Nc1ccc(S(=O)(=O)N2CCN(Cc3cccc([N+](=O)[O-])c3)CC2)cc1,-3%,-6%,-7,675,11%,i,0.6,0%,-5.3%,-1%,.,
O=S(=O)(NCc1csc(-c2cccnc2)n1)c1ccc2c(c1)OCCO2,16%,17%,.,.,0.7%,i,0.5,1%,-2.4%,-7%,1%,
COc1cccc(N(CC(=O)Nc2cccc(C(C)=O)c2)S(C)(=O)=O)c1,4%,27%,.,.,-1.0%,i,0.7,3%,-9.2%,-4%,5%,
Cc1cc(C)cc(N(C(=O)c2sc(C)nc2C)C(C(=O)NCc2ccco2)c2ccccc2)c1 (centres undefined),-1%,15%,16,658,0.2%,i,2.0,2%,-6.7%,3%,-3%,
CC(C)c1ccc(O)c(NC(=O)c2cncc(Br)c2)c1,5%,-19%,-3,606,0.4%,i,1.4,4%,-1.1%,2%,-5%,
CCOCCCNC(=O)c1c(C)[nH]c(C(=O)OCC)c1C,-3%,17%,7,639,-1.7%,i,7.2,9%,-4.5%,-4%,88%,
O=c1c2[nH]c3ccccc3c2ncn1Cc1ccccn1,32%,-3%,.,.,-1.5%,i,0.4,3%,0.3%,-9%,-2%,
Cn1c(C(=O)N/N=C/c2ccccc2)cc2ccccc21,0%,-77%,-13,782,0.3%,i,0.4,4%,.,4%,.,

# Compounds above that have a COOH group:
SMILES,AID2073,NOD2 inhibition,Lipid droplet,Lipid droplet cells 6.5 µM,HIV fusion peptide,Myeloid diff MLP,Myeloid diff MLP GFP+ MAC1+ %,Siah-1 displacement,XIAP displacement,LYP inhibition,NS5 inhibitors,others
COc1cc(/C=C/C(=O)O)cc(S(=O)(=O)N2CCc3ccccc3C2)c1OC,6%,10%,-1,665,0.4%,i,0.3,-6%,-3.8%,-9%,-9%,
O=C(O)Cc1ccc(NC(=O)Nc2cccc(Cl)c2)cc1,7%,6%,18,762,4.4%,i,0.1,2%,-7.7%,-5%,-29%,
